# From PubChem BioAssay
# PLCb3 inh: blocks human PLC-beta3 enzyme activity; Purified PLC-beta3, fluorogenic substrate, fluorescence; AID 720704; Q01970; 0.18% of 370,000 active; inhibition, % at 12.2 µM; in the data active = inhibition above about 11%;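 also: 0% = median of compound wells on plate and 100% = full blocker control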
# SIAE primary: blocks human sialic acid acetylesterase | AID 1053197 | 0.69% of 370,000 active | Q9HAT2 | inhibition, % at 9.66 µM | SIAE FP-Rh probe binding, fluorescence polarization;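 active = inhibition above a cutoff: mean of compounds within the control limits plus 3 SD of those, cut at about 17% in these data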;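 also: 0% = plate median of compound wells and 100% = probe without SIAE protein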
# Tn6 DDE FP: disrupts Tn6 cyclic peptide binding to fibrin D-Dimer-E complex | inhibition, % at 8.3 µM | P02675 | Fibrin DD(E) TRITC-Tn6 fluorescence polarization displacement | 0.21% of 370,000 active;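 active = inhibition above a per-campaign cutoff: mean of compounds within control limits plus 3 SD, cut at about 15% in these data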;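 also: 0% = median of all compound wells on the plate and 100% = blocking peptide control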
# Target sequence (P02675 whole entry, looked up): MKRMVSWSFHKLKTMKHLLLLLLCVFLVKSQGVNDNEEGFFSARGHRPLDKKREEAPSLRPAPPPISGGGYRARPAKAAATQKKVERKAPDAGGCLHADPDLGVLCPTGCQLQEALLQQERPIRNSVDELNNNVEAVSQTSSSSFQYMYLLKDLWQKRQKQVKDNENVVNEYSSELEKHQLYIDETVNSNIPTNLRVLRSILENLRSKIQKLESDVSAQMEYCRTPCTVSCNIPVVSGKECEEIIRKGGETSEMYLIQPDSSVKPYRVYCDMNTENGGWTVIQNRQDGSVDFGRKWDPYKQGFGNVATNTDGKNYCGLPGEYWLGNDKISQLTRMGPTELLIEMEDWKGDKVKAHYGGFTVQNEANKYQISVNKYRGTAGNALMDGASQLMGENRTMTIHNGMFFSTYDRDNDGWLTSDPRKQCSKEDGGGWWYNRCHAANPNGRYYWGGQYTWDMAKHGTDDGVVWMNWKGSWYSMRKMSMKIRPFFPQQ
# ARFGAP1 inh: inhibits rat ARF GTPase activating protein 1; Q62848; Arfgap1-stimulated ARF1 GTP hydrolysis, GDP FP detection; inhibition, % at 16.5 µM; 0.26% of 360,000 active;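 active = inhibition above a per-plate limit, mean inhibition of low control wells plus 3 SD, cut at about 25% in these data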;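 also: 0% = DMSO wells with enzyme and 100% = wells lacking Arfgap1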
# Target sequence (Q62848 1-136 limits assumed): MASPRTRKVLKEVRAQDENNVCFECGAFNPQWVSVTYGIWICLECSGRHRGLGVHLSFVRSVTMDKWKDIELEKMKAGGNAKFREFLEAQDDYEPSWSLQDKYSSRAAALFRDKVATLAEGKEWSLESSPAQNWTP
#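 Repeats: one replicate per compound; assay system: rat Arfgap1 catalytic domain, aa 1-136; times: enzyme reaction 120 min at 25 °C after 20 min preincubation; detection: FP of antibody-bound GDP Alexa 633 tracer, ex 620/em 688 nm; benchmarks: high control wells lacking Arfgap1, low control full reaction with DMSO; reagent: human ARF1(Δ1-17)-GTP substrate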
# DDE Tn7 FP inh: DD(E)-Tn7 binding inhibition, primary FP screen. P02675. 0.13% of 370,000 active. FP displacement of FITC-Tn7 peptide from fibrin DD(E); 0% = median of compound wells per plate. inhibition, % at 8.3 µM;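 active = inhibition above the mean of compounds falling within the control limits plus 3 SD of them, cut at about 14% in these data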;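 also: 0% = plate median of compound wells and 100% = 10 µM Aha-Tn7 peptide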
#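 Assay system: Human fibrin DD(E) protein | Medium: Tris buffer with calcium and detergent, pH 7.8 | Reagent: 0.1 µM fluorescent Tn7 | Compound dosing: Single point at 8.3 µM | Times: 10 min preincubation, 3 h with tracer, room temperature | Detection: Fluorescence polarization of the labelled Tn7 tracer | Controls: Aha-Tn7 high control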
# ADAM10 inh: ADAM10 inhibition, QFRET primary screen; recombinant ADAM10, EDANS/DABCYL FRET peptide cleavage, 3 h; inhibition, % at 7 µM; 0.62% of 370,000 active;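 active = inhibition above a per-campaign cutoff equal to the mean of compounds falling between control-based bounds plus 3 SD, cut at about 20% in these data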;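 also: 0% = DMSO wells while the 100% control is not disclosed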
# ASAP1 inh: inhibitors of human ASAP1 ArfGAP activity; Q9ULH1; ASAP1-stimulated ARF1 GTP hydrolysis, GDP FP detection; inhibition, % at 16.5 µM; 0.19% of 360,000 active; AID 624377; in the data active = inhibition above about 25%;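 also: 0% = vehicle with enzyme and substrate and 100% = no enzyme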
# ADAM17 inh: inhibitors of human ADAM17. P78536. inhibition, % at 6.95 µM. recombinant ADAM17, EDANS/DABCYL FRET peptide cleavage. 0.83% of 370,000 active;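 active = inhibition above the mean of compounds lying between control limits plus 3 SD, set per campaign, cut at about 8.5% in these data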;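 also: 0% = DMSO-only wells as the low control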
# PLC-gamma1 inh: inhibitors of human phospholipase C gamma1 | P19174 | purified PLC-gamma1, fluorogenic substrate, fluorescence | inhibition, % at 12.2 µM | 0.84% of 370,000 active; in the data active = inhibition above about 9.5%
# TDP2 inh: blocks human TDP2 phosphodiesterase activity; AID 720702; recombinant TDP2, T5PNP hydrolysis, p-nitrophenol absorbance 415 nm; inhibition, % at 12.8 µM; O95551; 0.34% of 370,000 active;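 active = inhibition above the mean of all tested compounds plus 3 SD, set per campaign, cut at about 25% in these data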;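 also: 0% = DMSO with enzyme and 100% = buffer with substrate but no TDP2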
# Target sequence (O95551 whole entry, looked up): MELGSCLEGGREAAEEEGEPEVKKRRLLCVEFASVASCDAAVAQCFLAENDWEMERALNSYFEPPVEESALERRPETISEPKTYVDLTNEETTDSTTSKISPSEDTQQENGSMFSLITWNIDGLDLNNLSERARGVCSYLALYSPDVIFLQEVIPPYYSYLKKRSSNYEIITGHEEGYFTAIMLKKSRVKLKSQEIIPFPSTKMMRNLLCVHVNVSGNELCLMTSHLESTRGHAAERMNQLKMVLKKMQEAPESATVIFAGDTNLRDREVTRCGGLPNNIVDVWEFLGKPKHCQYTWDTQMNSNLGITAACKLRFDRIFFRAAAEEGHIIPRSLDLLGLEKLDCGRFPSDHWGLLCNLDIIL
#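 Test system: Human TDP2 enzyme | Reagent: 5 mM T5PNP | Compound dosing: 12.8 µM single point, 1% DMSO | Incubation: Enzyme reaction with compound for 2 h at 37 °C | Technique: p-Nitrophenol epi absorbance | Read-out: % inhibition relative to enzyme-containing and enzyme-free wells | Benchmarks: High control without enzyme, low control DMSO plus TDP2 | Replicates: Singlicate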
# The depositor's hits bear a star; i = inactive.
SMILES,PLCb3 inh,SIAE primary,Tn6 DDE FP,ARFGAP1 inh,DDE Tn7 FP inh,ADAM10 inh,ASAP1 inh,ADAM17 inh,PLC-gamma1 inh,TDP2 inh
CC(C)(C)NC(=O)CC1C[C@H](C(=O)N2CCCCC2)[C@@]2(CCc3ccccc3)c3[nH]c4ccccc4c3CCN2C1=O (stereo partly drawn),2,8,-10,10,8,-1,5,-2,1,6
COCCNC(=O)c1cc(S(=O)(=O)N(C)c2ccccc2OC)ccc1C,-3,9,5,-6,4,-1,-12,-1,-1,8
CCc1noc(C)c1C(=O)N1CCCSC1=Nc1ccccc1,-3,-5,9,-7,6,-6,-12,0,0,-6
CC(=O)Nc1ccc(C2Nc3cc(C)c(C)cc3NC3=C2C(=O)CC(C)(C)C3)cc1 (stereo not drawn),-18,4,3,-7,-6,6,6,-4,-13,-6
O=C(CSc1nnc(-c2cccc(S(=O)(=O)N3CCCC3)c2)n1-c1ccccc1)Nc1ccc(C(=O)O)cc1,0,-2,0,2,-7,9,18,-1,2,-6
CC(=O)Nc1ccc2c(c1)C(=Nc1ccccc1)c1ccccc1-2,1,-1,0,0,-2,-1,20,-1,6,9
Cn1nc(C(=O)NCc2ccc(F)cc2)cc1C(=O)NCc1ccc(F)cc1,-3,15,0,-11,-3,-1,3,-3,-4,12
CCCNC(=O)c1ccc(N(Cc2ccccc2)S(C)(=O)=O)cc1,0,-3,2,1,2,-3,12,0,0,3
Cc1nc2ccc(NC(=O)c3ccc(C)c(S(=O)(=O)N4CCOCC4)c3)cc2s1,-14,-14,-8,5,-3,1,-4,-5,4,-10
O=S(=O)(c1ccccc1)N(CC(O)CN1CCOCC1)c1ccccc1 (stereo not drawn),-9,4,-3,17,6,-2,-12,-6,0,-7
Cc1ccc(NC(=O)c2ccccc2)cc1,0,-1,4,9,3,-9,10,-3,0,-3
Cc1cc[n+](-c2[nH]c(=O)sc2/C=N/N=C(\[O-])CCn2c3ccccc3c3ccccc32)cc1,-7,24*,-3,-2,3,7,-11,2,5,-2
O=c1[nH]c2ccc(N=Cc3c(O)ccc4cc(Br)ccc34)cc2[nH]1,-6,7,5,-6,4,-7,3,-1,-10,7
CNc1nc(C)c(C#N)cc1C(C)=O,-7,2,-5,1,0,-45,3,-12,-1,4
CC(=O)Nc1ccc(NC(=O)c2c(C)nc3ccccn23)cc1,1,-3,2,-2,3,1,1,-4,-1,-3
Cc1cc(N)nc2nc(C(F)(F)F)nn12,-5,1,8,-2,2,-5,-5,-7,1,-9
Cn1c(SCC(=O)NCc2ccco2)nnc1-c1ccc(S(=O)(=O)N2CCOCC2)cc1,0,8,-9,5,6,3,-8,-3,0,7
O=S(=O)(c1ccc(Br)s1)N1CCC2(CC1)OCCO2,3,11,2,10,2,2,-6,1,5,-13
O=C(NCCCCNC(=O)c1cccnc1Cl)c1cccnc1Cl,-4,4,3,4,-3,-3,3,3,-1,-8
COCCNC(=O)CSc1nc2ccc(N3CCOCC3)cc2c(=O)n1CCc1ccccc1,i,-1,-2,0,6,-188,-4,-42,-376,-1
O=C(CN1C(=O)CCC1=O)Nc1nc2c(F)cc(F)cc2s1,-1,6,2,8,0,-11,-1,-4,0,1
Cc1ccc(N2C(=O)CN(Cc3cccs3)C2=S)cc1C,-5,-4,1,11,-9,3,-3,0,1,20
CC(=O)OC1COC(N2CCc3cc(Br)c([N+](=O)[O-])cc32)C(OC(C)=O)C1OC(C)=O (stereo not drawn),1,8,1,-7,-3,2,8,-2,3,0
O=C(Cn1nc(-c2ccccc2)ccc1=O)N1CCCCC1,-3,-4,0,-8,-6,0,-10,1,4,5
COc1ccc(N(C)C(=O)c2cnc(N3CCN(c4ncccn4)CC3)c3ccccc23)cc1,-2,0,-4,12,-5,-9,10,-4,-3,-7

# Complete entries, looked up by structure. Order of screens: PLCb3 inh	SIAE primary	Tn6 DDE FP	ARFGAP1 inh	DDE Tn7 FP inh	ADAM10 inh	ASAP1 inh	ADAM17 inh	PLC-gamma1 inh	TDP2 inh
# Listed for COCCNC(=O)c1cc(S(=O)(=O)N(C)c2ccccc2OC)ccc1C → -3	9	5	-6	4	-1	-12	-1	-1	8
# Listed for CCCNC(=O)c1ccc(N(Cc2ccccc2)S(C)(=O)=O)cc1 → 0	-3	2	1	2	-3	12	0	0	3
# Listed for Cc1cc(N)nc2nc(C(F)(F)F)nn12 → -5	1	8	-2	2	-5	-5	-7	1	-9
# Listed for CCc1noc(C)c1C(=O)N1CCCSC1=Nc1ccccc1 → -3	-5	9	-7	6	-6	-12	0	0	-6
# Listed for O=c1[nH]c2ccc(N=Cc3c(O)ccc4cc(Br)ccc34)cc2[nH]1 → -6	7	5	-6	4	-7	3	-1	-10	7

# Carrying on:
SMILES,PLCb3 inh,SIAE primary,Tn6 DDE FP,ARFGAP1 inh,DDE Tn7 FP inh,ADAM10 inh,ASAP1 inh,ADAM17 inh,PLC-gamma1 inh,TDP2 inh
Cc1cccc(C(=O)NCC(c2cccs2)N2CCOCC2)c1 (stereo not drawn),0,5,-9,10,-8,-7,5,0,6,-6
Cc1ccsc1C(=O)OCC(=O)N1CCN(c2ccccc2)CC1,0,-8,-6,-2,-14,-4,1,1,5,-10
Cc1cc(NC(=O)COc2coc(CN3CCN(c4ccccc4)CC3)cc2=O)no1,6,0,-8,5,-4,5,11,-1,9,-16
Cn1ccnc1Sc1ccc(C(N)=O)cc1[N+](=O)[O-],-9,2,1,0,-1,-2,12,-3,5,-15
Cc1ccc(CN2CCN(Cc3ccc4ncccc4c3)CC2CCO)cc1 (stereo not drawn),2,2,-3,6,-4,-1,-4,1,0,6
O=C1CCC(=O)N1CN(C(=O)c1ccco1)c1ccccc1,0,8,1,-2,-2,2,-14,-2,-1,1
CC(=O)NC(Cc1ccccc1)C(=O)NC(Cc1ccccc1)C(=O)O (stereo not drawn),2,-12,-2,9,-4,-2,-7,-4,0,6
Cc1ccc(C(=O)NS(=O)(=O)c2ccc(C)cc2)cc1,1,4,-6,0,-5,7,-14,0,2,5
CCOC(=O)c1cc(NC(=O)Cc2ccc(S(=O)(=O)N3CCOCC3)s2)cc(C(=O)OCC)c1,-7,-65,-10,7,3,6,16,2,-5,-4
O=C1N[C@H]2CC=C[C@H]2Nc2ccccc21,-16,2,1,12,0,-53,5,-15,-9,8
O=C(CN1C(=O)C2CC=CCC2C1=O)Nc1ccccc1N1CCCC1 (stereo not drawn),-6,7,-4,-4,-5,-13,-11,-5,1,-7
Cc1ccc(CNC(=O)Cn2ccc(NC(=O)OCc3ccccc3)nc2=O)o1,1,3,0,-6,7,4,-12,-3,0,10
O=C(Nc1ccccc1C(=O)O)c1ccc(N2C(=O)C3CC=CCC3C2=O)cc1 (stereo not drawn),-7,-1,-4,5,-3,-3,9,-5,0,-3
O=C(COC(=O)c1cccc(-n2cnnn2)c1)c1ccc(F)cc1,-3,-1,-7,-7,-1,0,5,1,-1,-6
COC(=O)[C@@H](Cc1ccccc1)NC(=O)CC[C@H]1O[C@@H](n2cc(C)c(=O)[nH]c2=O)C[C@@H]1O,0,1,-1,-5,-5,-10,-1,-3,1,1
COc1ccccc1NC(=O)C1CCC(CNc2c(N3CCCCC3)c(=O)c2=O)CC1 (stereo not drawn),-4,8,2,9,-2,-15,-4,-1,1,-2
COc1ccc(NC(=O)Cn2nnc(-c3ccccc3NC(=O)c3cccs3)n2)cc1,-1,-18,-3,-8,-2,-6,1,1,4,-2
CCCC(=O)c1cc(F)c(N2CCN(CCC#N)CC2)cc1C,6,4,12,-9,3,1,3,0,1,2
CN(C)c1ccc(C2CNC(c3ccc(Cl)c([N+](=O)[O-])c3)c3[nH]c4ccccc4c32)cc1 (stereo not drawn),-167,9,3,-6,-4,3,4,1,-115,4
CC1CCN(CCCNC(=O)C2CCN(S(=O)(=O)N3CCCCC3)CC2)CC1,1,-4,-1,2,7,2,-5,-2,1,20
CCOC(=O)c1sc(C)c2c(=O)n(CCc3ccccc3)nnc12,1,-5,6,-1,-2,1,-5,-2,-2,8
CCCCn1nc(C(=O)N2CCN(S(=O)(=O)c3ccccc3)CC2)c2ccccc2c1=O,-5,1,0,9,1,-6,2,-5,-3,-4
COC(=O)c1ccccc1S(=O)(=O)NC(=O)c1ccccc1,3,0,2,-3,2,6,-4,-1,3,6
Cc1cc(C)c(C)c(S(=O)(=O)NCc2ccc(C(=O)N3CCCCC3)cc2)c1C,2,15,1,3,5,-1,-1,0,1,-1
CCOc1cc(/C=C2/SC(=S)N(Cc3ccccc3)C2=O)ccc1O,-126,-67,-4,2,-15,-4,-3,3,-100,1
Cc1cc2oc(=O)c3c(c2cc1OCc1nn[nH]n1)CCCC3,-55,-1,5,6,-4,-244,1,-64,-43,4
COC(=O)COc1ccc(S(=O)(=O)Nc2ccc3c(c2)OCO3)cc1,-1,6,-2,0,-2,-3,-9,0,0,-5

# Part of the list above, with values ahead of the structure.
PLCb3 inh	SIAE primary	Tn6 DDE FP	ARFGAP1 inh	DDE Tn7 FP inh	ADAM10 inh	ASAP1 inh	ADAM17 inh	PLC-gamma1 inh	TDP2 inh	SMILES
-7	-65	-10	7	3	6	16	2	-5	-4	CCOC(=O)c1cc(NC(=O)Cc2ccc(S(=O)(=O)N3CCOCC3)s2)cc(C(=O)OCC)c1
2	15	1	3	5	-1	-1	0	1	-1	Cc1cc(C)c(C)c(S(=O)(=O)NCc2ccc(C(=O)N3CCCCC3)cc2)c1C
-16	2	1	12	0	-53	5	-15	-9	8	O=C1N[C@H]2CC=C[C@H]2Nc2ccccc21
-9	2	1	0	-1	-2	12	-3	5	-15	Cn1ccnc1Sc1ccc(C(N)=O)cc1[N+](=O)[O-]
-3	-1	-7	-7	-1	0	5	1	-1	-6	O=C(COC(=O)c1cccc(-n2cnnn2)c1)c1ccc(F)cc1
